# LMPTP inh – LMPTP (human) inhibition | P24666 | recombinant LMPTP-A, OMFP fluorogenic substrate, fluorescence intensity | inhibition, % at 20 µM | hit rate 0.22% among 360,000;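 active = compounds that cut the enzyme signal by at least half of the control window in the single-dose screen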;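 also: plate controls were DMSO wells with enzyme plus substrate for no effect and substrate without enzyme for full effect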
# Target sequence (P24666 whole entry, looked up): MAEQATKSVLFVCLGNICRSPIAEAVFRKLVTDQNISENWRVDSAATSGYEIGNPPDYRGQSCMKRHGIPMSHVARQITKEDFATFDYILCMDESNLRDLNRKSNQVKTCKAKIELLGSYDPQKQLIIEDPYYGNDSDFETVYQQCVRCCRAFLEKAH
#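 Test system: LMPTP-A phosphatase enzyme; input: 0.625 nM LMPTP-A final; reagent: OMFP substrate, 400 µM final; compound dosing: 20 µM single dose, 3% DMSO; incubation: 50 min dark incubation at room temperature; measured by: endpoint fluorescence intensity from OMFP dephosphorylation; measure: % inhibition relative to no-enzyme and uninhibited control wells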
# DNMT1 block – inhibitors of human DNMT1. inhibition (reported as % activation of signal), % at 10 µM. P26358. DNMT1 molecular beacon, Hinp1I cleavage, fluorescence. hit rate 0.83% among 360,000. AID 588458; in the data active = inhibition above about 50%
# STEP block – inhibitors of human striatal-enriched phosphatase STEP; recombinant STEP, OMFP fluorogenic substrate, fluorescence; P54829; hit rate 0.25% among 360,000; inhibition, % at 20 µM;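 active = inhibition at 20 µM, scaled per plate between control wells, above about 37%, limit read from the data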;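 also: 0% = DMSO with enzyme and substrate and 100% = substrate only without enzyme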
# Target sequence (P54829 whole entry, looked up): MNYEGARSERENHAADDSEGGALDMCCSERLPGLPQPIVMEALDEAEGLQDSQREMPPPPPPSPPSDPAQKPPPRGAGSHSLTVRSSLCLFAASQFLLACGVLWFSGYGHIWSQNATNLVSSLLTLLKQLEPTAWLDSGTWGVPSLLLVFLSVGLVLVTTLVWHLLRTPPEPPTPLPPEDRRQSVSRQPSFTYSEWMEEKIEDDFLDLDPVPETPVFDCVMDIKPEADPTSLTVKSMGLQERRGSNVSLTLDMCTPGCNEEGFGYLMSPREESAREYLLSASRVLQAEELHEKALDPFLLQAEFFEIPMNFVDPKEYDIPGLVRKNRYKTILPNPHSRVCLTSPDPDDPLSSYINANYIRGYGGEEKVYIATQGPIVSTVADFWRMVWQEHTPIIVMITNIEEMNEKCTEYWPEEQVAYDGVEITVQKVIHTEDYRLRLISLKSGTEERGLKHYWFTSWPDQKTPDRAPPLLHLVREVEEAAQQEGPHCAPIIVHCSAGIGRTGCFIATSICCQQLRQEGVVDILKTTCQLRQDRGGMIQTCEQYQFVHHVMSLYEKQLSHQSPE
#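 Also added – OMFP at 25 µM · Test system – STEP tyrosine phosphatase · Technique – FITC-channel fluorescence of OMFP product · Schedule – 20 min at room temperature, dark · Evaluation – control-normalized % inhibition with plate pattern correction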
# NRP1-CendR mod – alters CendR peptide binding to human NRP-1; O14786; FAM-RPARPAR peptide binding to NRP-1, fluorescence polarization; inhibition, % at 25 µM; hit rate 0.85% among 360,000;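 active = inhibition or corrected inhibition above about 18%, plus a signal ratio from 0.5 to 1.5, limit read from the data, passing the limit was not always enough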; also: strong numbers were not always called active
# Scp-1 inhibitor – blocks human Scp-1 phosphatase activity; Q9GZU7; Recombinant Scp1, phosphopeptide, malachite green phosphate absorbance; inhibition, % at 20 µM; hit rate 0.88% among 340,000;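 active = inhibition above about 50% at 20 µM, limit read from the data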;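 also: plate controls were DMSO wells with enzyme for no effect and wells lacking enzyme for full effect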
# Target sequence (Q9GZU7 76-261 limits assumed): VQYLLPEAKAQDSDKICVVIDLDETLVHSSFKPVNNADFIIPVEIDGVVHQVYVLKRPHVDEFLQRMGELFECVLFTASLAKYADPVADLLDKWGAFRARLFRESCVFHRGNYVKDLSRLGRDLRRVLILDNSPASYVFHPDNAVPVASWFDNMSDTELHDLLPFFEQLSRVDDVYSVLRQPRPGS
#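 Material – SCP-1 phosphatase catalytic domain, residues 76-261 · Buffer or medium – Acidic Tris acetate buffer with magnesium and detergent · Also added – Phospho 17-mer peptide substrate · Compound – single 20 µM dose, 1% DMSO · Times – 45 min room-temperature reaction, 5 min colour, 30 min stabiliser · Technique – Phosphate-binding colour reagent, absorbance read at 630 nm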
# MT1-MMP act inh – inhibitors of human MT1-MMP activation. hit rate 0.061% among 360,000. AID 651647. HT1080 RFP-PRO-GFP cells, GFP/RFP ratio fluorescence, overnight; percent of plate control window, DMSO zero. P50281. GFP/RFP ratio change, % at 20 µM;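 active = GFP/RFP ratio change of at least 30% with cell ATP level not reduced by more than half and red fluorescence within 50% of control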; also: strong numbers were not always called active
#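 Assay system: HT1080 cells carrying an RFP-PRO-GFP reporter | Dosing: Single dose of 20 µM compound, 1% DMSO final | Incubation: Cells overnight before dosing, compound overnight, 37 °C, 5% CO2 | Evaluation: GFP/RFP fluorescence ratio | Control set: DMSO and RFP-L50D-GFP cell wells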
# Rpn11 block – Rpn11 (human) deubiquitinase inhibition. calls only at 20 µM. hit rate 0.59% among 360,000. O00487. human 26S proteasome, Ub4-pepOG fluorescence polarization; 20S core pre-blocked with epoxomicin. AID 588493;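 active = inhibition at 20 µM, scaled to each plate's controls, above about 33%, limit read from the data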
# SKN-1 inh – C. elegans SKN-1 inhibition; inhibition, % at 21.8 µM; hit rate 0.49% among 360,000; C. elegans VP596 Pgst-4::GFP/RFP ratio, acrylamide-induced, 24 h;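 active = interference check ratio from 0.5 to 1.5 plus GFP to RFP signal ratio inhibition reaching or exceeding a fixed threshold, cut at about 30% in these data, passing the limit was not always enough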; also: some compounds called inactive have numbers as strong as hits
# NadD inh – blocks S. aureus nicotinate mononucleotide adenylyltransferase; hit rate 0.78% among 360,000; purified NadD enzyme, colorimetric absorbance read-out; inhibition, % at 20 µM; in the data active = inhibition above about 26%; also: some compounds past the cut are filed as inactive
# SUMO1-SIM PPI – modulators of human SUMO1-mediated protein-protein interactions | AID 602429 | SUMO1 binding to a labelled peptide, TR-FRET, 1 h | hit rate 0.33% among 360,000 | inhibition, % at 20 µM; in the data active = inhibition above about 37%
# Target sequence (P63165 whole entry, looked up): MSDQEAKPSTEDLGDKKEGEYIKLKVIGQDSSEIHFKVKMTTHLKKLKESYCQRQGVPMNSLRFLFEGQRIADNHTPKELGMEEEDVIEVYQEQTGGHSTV
# The depositor's hits bear a star; i = inactive; . = not tested or not shown; + = active, no number. This is a random part of the collection; about 3.9% have a hit in one of these screens.
1. COc1cccc(COC(=O)C2CCN(C(=O)c3ccc(F)cc3)CC2)c1OC
2. CC1(c2nnc(-c3ccccc3)o2)CC(c2ccc(F)cc2)=NO1 (stereo not given)
3. Cc1noc(C)c1S(=O)(=O)N1CCCC(C(=O)NC2CCCCC2)C1 (stereo not given)
4. CN(C)C(=O)c1ccc(NC(=O)COC(=O)CC23CC4CC(CC(Br)(C4)C2)C3)cc1
5. COCCNC(=O)Cn1cnc2ccc(S(=O)(=O)N3CCC(C)CC3)cc2c1=O
6. CCCc1nnc(NC(=O)CCC(=O)N2CCN(c3ccccc3)CC2)s1
7. O=C(N/N=C/c1ccc(O)c([N+](=O)[O-])c1)C(O)(c1ccccc1)c1ccccc1
8. O=C(Nc1cccc(C(=O)Nc2cccc(C(F)(F)F)c2)c1)c1ccc(=O)[nH]c1
assay / compound,1,2,3,4,5,6,7,8
DNMT1 block,2,0,1,2,0,3,-2,2
STEP block,-1,-2,0,1,2,0,2,-1
LMPTP inh,0.1,-1.0,-1.9,0.4,-1.6,-0.6,-4.7,2.0
MT1-MMP act inh,-1,4,3,-3,-1,0,2,9
Rpn11 block,i,i,i,i,i,i,i,i
NRP1-CendR mod,3,10,-19,5,-2,-2,9,7
Scp-1 inhibitor,-6,-14,-3,-1,1,-1,-5,-7
NadD inh,1,-10,7,-4,0,1,10,0
SKN-1 inh,-1,-5,1,26,18,7,1,4
SUMO1-SIM PPI,2,4,-3,-2,-1,0,-34,-2

9. Cc1c(C(=O)NC(=S)Nc2ccc3c4c(cccc24)CC3)cccc1[N+](=O)[O-]
10. C=CCC(NCc1ccccc1)c1ccc(C)o1 (stereo not given)
11. CCOC(CNC(=O)CN1C(=O)COc2ccc(S(=O)(=O)N3CC(C)CC(C)C3)cc21)OCC (stereo not given)
12. C[C@H](NC(=O)c1ccc(Cl)c(S(=O)(=O)N2CCOCC2)c1)c1nc2ccccc2[nH]1
13. CCC(=O)N1Cc2cc(C(=O)NCC(F)(F)F)nc(-c3cccc(-c4cncnc4)c3)c2[C@H]1CCO
14. O=C1CCC(=O)N1c1ccc(CSc2nnnn2C2CCCCC2)cc1
15. COc1cccc2sc(=NC(=O)CCS(=O)(=O)c3ccc(C)cc3)n(C)c12
16. O=C(Nc1cc(Cl)ccc1N1CCOCC1)c1ccc2c(c1)OCCO2
assay / compound,9,10,11,12,13,14,15,16
DNMT1 block,1,-3,1,17,.,1,-1,-1
STEP block,-1,-4,0,2,.,0,5,-2
LMPTP inh,-0.5,-0.9,0.4,0.9,-0.7,-2.5,-1.0,0.9
MT1-MMP act inh,-3,-2,-1,-3,4,2,-2,-5
Rpn11 block,i,i,i,i,.,i,i,i
NRP1-CendR mod,-10,-1,3,-4,17,10,3,2
Scp-1 inhibitor,-7,-8,0,27,.,-15,1,0
NadD inh,20,-1,-6,4,-4,-4,1,-7
SKN-1 inh,8,-8,8,5,5,-11,-2,0
SUMO1-SIM PPI,-3,1,3,-2,0,-5,-3,-3

17. O=C(COc1ccc(OCc2ccccc2)cc1)NN=C1CCCC1
18. CC1(C)Cc2cccc(OCC(=O)N3CCN(S(=O)(=O)c4ccccc4F)CC3)c2O1
19. O=C(CN1CCN(c2nc(-c3ccc(Cl)cc3)cs2)CC1)NCc1ccco1
20. O=C1C2C3C=CC(CC3)C2C(=O)N1c1ccc(Br)cc1[N+](=O)[O-] (stereo not given)
21. CCOc1ccccc1C1C(C#N)=C(N)Oc2cc(N)ccc21 (stereo not given)
22. NC(=O)C1=C[C@@H](c2csc3ccccc23)C[C@@H](OCCCCO)O1
23. N#CCSc1nc2ccccc2c(=O)n1C1CCCCC1
24. Cc1cccc2cc(CN(Cc3cccnc3)C(=O)c3ccncc3)c(=O)[nH]c12
assay / compound,17,18,19,20,21,22,23,24
DNMT1 block,1,2,-12,0,-12,-3,0,0
STEP block,-3,-1,7,2,0,3,1,-2
LMPTP inh,0.0,-0.7,5.6,-0.2,-1.0,1.1,1.1,-0.9
MT1-MMP act inh,1,2,-18,0,-3,4,-1,-2
Rpn11 block,i,i,+,i,i,i,i,i
NRP1-CendR mod,6,-9,-16,-3,-2,-8,-8,7
Scp-1 inhibitor,-10,8,3,-15,-8,5,-11,0
NadD inh,-5,0,11,-6,7,1,-8,-4
SKN-1 inh,1,-23,3,9,10,17,13,10
SUMO1-SIM PPI,-3,-1,-7,-11,5,-2,1,1

25. C/C(=N/Nc1nc(-c2ccccc2)c(CC(=O)O)s1)c1ccccc1
26. CN(C)CCn1c(=N)n(CC(O)c2ccc(Cl)c(Cl)c2)c2ccccc21 (stereo not given)
27. Cc1nn(C)cc1S(=O)(=O)Nc1ncccn1
28. COc1ccc(-c2c(-c3ccccc3OC)sc3ccccc23)cc1OC
29. Cc1ccc(C(=O)Nc2ccccn2)cc1S(=O)(=O)N1CCOCC1
30. COCCNC(=O)CN(C(=O)CCC(=O)Nc1ccccn1)c1cc(C)ccc1C
31. O=c1[nH]nc(Cc2ccc(-c3cccc(Cl)c3)o2)c2ccccc12
32. COc1ccc2nc(SCC(=O)N(C)CC(=O)Nc3ccc(F)cc3)[nH]c2c1
assay / compound,25,26,27,28,29,30,31,32
DNMT1 block,-15,5,4,-10,-4,5,-11,6
STEP block,1,-1,2,-2,-1,1,1,0
LMPTP inh,2.8,-3.5,-1.4,2.4,-9.3,-1.8,-1.0,-0.5
MT1-MMP act inh,-20,-8,-6,-3,0,-3,-11,4
Rpn11 block,+,i,i,i,i,i,i,i
NRP1-CendR mod,-114,0,-6,22,3,7,3,-8
Scp-1 inhibitor,-16,-2,-8,-14,1,1,-9,-5
NadD inh,17,-4,-2,-15,4,-4,-3,-4
SKN-1 inh,23,-14,6,-4,11,-2,4,15
SUMO1-SIM PPI,-3,-1,2,-5,-45,3,1,2

33. O=C(O)CSc1nnc(CSc2nc3ccccc3s2)n1-c1ccccc1
34. CC1CCN(CCc2nc3cc(NC(=O)Nc4ccccc4)ccc3n2C)CC1
35. CCOC(=O)C1=C(COC(=O)c2ccc(Cl)cc2[N+](=O)[O-])NC(=O)NC1C (stereo not given)
36. CCOC(=O)N/N=C\c1ccc(OC/C=C/c2ccccc2)c(OC)c1
37. CCOC(=O)C1=C(C)N=c2s/c(=C/c3ccc(OCC(=O)O)cc3)c(=O)n2C1c1ccc(OC)cc1OC (stereo not given)
38. O=C1c2cccc3cccc(c23)C(=O)N1c1ccccn1
39. Cc1cc(C)c(-c2cc(C)nc3ncnn23)c(C)c1
40. O=C(NCCCn1ccnc1)C1CC2CCC1C2 (stereo not given)
assay / compound,33,34,35,36,37,38,39,40
DNMT1 block,0,3,-1,-6,2,2,-1,0
STEP block,4,3,-4,1,2,-2,1,0
LMPTP inh,-0.2,1.0,3.5,2.9,-0.7,3.1,0.6,-2.0
MT1-MMP act inh,-1,-6,-3,1,4,0,1,1
Rpn11 block,i,i,i,i,i,i,i,i
NRP1-CendR mod,16,5,4,16,-73,3,-1,6
Scp-1 inhibitor,1,-9,5,-7,20,2,-6,-8
NadD inh,3,-4,-6,-8,14,-2,-5,7
SKN-1 inh,6,-12,34*,12,11,-3,-1,-14
SUMO1-SIM PPI,4,-1,-21,1,-1,-22,0,-1

# The last 4 records of the part before come first, to join the parts.
37. CCOC(=O)C1=C(C)N=c2s/c(=C/c3ccc(OCC(=O)O)cc3)c(=O)n2C1c1ccc(OC)cc1OC (stereo not given)
38. O=C1c2cccc3cccc(c23)C(=O)N1c1ccccn1
39. Cc1cc(C)c(-c2cc(C)nc3ncnn23)c(C)c1
40. O=C(NCCCn1ccnc1)C1CC2CCC1C2 (stereo not given)
41. Cc1ccc(-c2nn(-c3ccccc3)cc2CN(C)C(=O)CCC(=O)O)cc1C
42. Cc1cnc(NC(=O)CSc2nnc(N)s2)s1
43. Cc1ccn2c(=O)nc(SCC(=O)NCc3ccc4c(c3)OCO4)nc2c1
44. O=c1c2ccccc2nnn1Cc1cccc2ccccc12
45. Cc1ccc(C)c(NC(=S)NCCc2ccc(S(N)(=O)=O)cc2)c1
46. COc1cc(OC)c(C2C(C#N)=C(N)OC3=C2C(=O)CC(C)C3)cc1OC (stereo not given)
47. Cc1ccc(C)c(NC(=O)CN(C)C(=O)/C=C/c2ccco2)c1
48. Cc1c(NC(=O)c2ccc3c4c(cccc24)CC3)c(=O)n(-c2ccccc2)n1C
assay / compound,37,38,39,40,41,42,43,44,45,46,47,48
DNMT1 block,2,2,-1,0,0,3,6,2,3,1,1,7
STEP block,2,-2,1,0,0,-4,1,-2,1,0,2,2
LMPTP inh,-0.7,3.1,0.6,-2.0,1.0,-1.2,11,2.1,1.3,-0.4,0.2,0.4
MT1-MMP act inh,4,0,1,1,7,-3,4,1,8,1,5,0
Rpn11 block,i,i,i,i,i,i,i,i,i,i,i,i
NRP1-CendR mod,-73,3,-1,6,1,13,-17,-2,6,-5,0,4
Scp-1 inhibitor,20,2,-6,-8,-7,-3,74*,-7,3,-5,1,0
NadD inh,14,-2,-5,7,2,0,3,5,-1,-1,-5,0
SKN-1 inh,11,-3,-1,-14,4,5,-9,10,3,-11,-6,14
SUMO1-SIM PPI,-1,-22,0,-1,3,0,7,-8,26,-2,-3,-22

# Scp-1 inhibitor, what is marked active above
no.	mol	DNMT1 block	LMPTP inh	MT1-MMP act inh	Rpn11 block	NRP1-CendR mod	Scp-1 inhibitor	NadD inh	SKN-1 inh	SUMO1-SIM PPI
43	Cc1ccn2c(=O)nc(SCC(=O)NCc3ccc4c(c3)OCO4)nc2c1	6	11	4	i	-17	74*	3	-9	7

# The listing continues:
49. CC1(C)Cc2nc(-c3ccccc3)nc(SCC(O)CO)c2CO1 (stereo not given)
50. Cc1cc2cc(CCNC(=O)CC(C)(C)C)c(=O)[nH]c2cc1C
51. O=C(CC1SC(N2CCOCC2)=NC1=O)Nc1ccccc1Cl (stereo not given)
52. COC(=O)c1ccc2nc(-c3cccc(Cl)c3)c(Cc3ccccc3)n2c1
53. CC(C)C1C(=O)N(Cc2cn(CCC3OCCCO3)nn2)CCS(=O)(=O)N1Cc1ccc(-c2ccncc2)cc1 (stereo not given)
assay / compound,49,50,51,52,53
DNMT1 block,-2,1,8,.,5
STEP block,-3,1,-2,.,-1
LMPTP inh,-0.7,0.2,0.3,4.9,-3.8
MT1-MMP act inh,-2,0,-3,-7,0
Rpn11 block,i,i,i,.,i
NRP1-CendR mod,18,-7,2,-5,-7
Scp-1 inhibitor,-8,-13,-5,.,.
NadD inh,0,3,-2,10,-2
SKN-1 inh,-3,-3,-13,4,-6
SUMO1-SIM PPI,-1,2,-3,5,1

# Assay outcomes: PubChem BioAssay, Sanford-Burnham Center for Chemical Genomics
